Screening results as filed in PubChem.
AHR act: human AHR activation. activation, % at 5 µM. P35869. AID 2796. 320,000 tested, 2.5% active. AHR-responsive luciferase reporter cells, luminescence; in the data active means activation above about 47%;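 further: 0% = vehicle wells and 100% = reference agonist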
Target sequence (P35869 whole entry, looked up): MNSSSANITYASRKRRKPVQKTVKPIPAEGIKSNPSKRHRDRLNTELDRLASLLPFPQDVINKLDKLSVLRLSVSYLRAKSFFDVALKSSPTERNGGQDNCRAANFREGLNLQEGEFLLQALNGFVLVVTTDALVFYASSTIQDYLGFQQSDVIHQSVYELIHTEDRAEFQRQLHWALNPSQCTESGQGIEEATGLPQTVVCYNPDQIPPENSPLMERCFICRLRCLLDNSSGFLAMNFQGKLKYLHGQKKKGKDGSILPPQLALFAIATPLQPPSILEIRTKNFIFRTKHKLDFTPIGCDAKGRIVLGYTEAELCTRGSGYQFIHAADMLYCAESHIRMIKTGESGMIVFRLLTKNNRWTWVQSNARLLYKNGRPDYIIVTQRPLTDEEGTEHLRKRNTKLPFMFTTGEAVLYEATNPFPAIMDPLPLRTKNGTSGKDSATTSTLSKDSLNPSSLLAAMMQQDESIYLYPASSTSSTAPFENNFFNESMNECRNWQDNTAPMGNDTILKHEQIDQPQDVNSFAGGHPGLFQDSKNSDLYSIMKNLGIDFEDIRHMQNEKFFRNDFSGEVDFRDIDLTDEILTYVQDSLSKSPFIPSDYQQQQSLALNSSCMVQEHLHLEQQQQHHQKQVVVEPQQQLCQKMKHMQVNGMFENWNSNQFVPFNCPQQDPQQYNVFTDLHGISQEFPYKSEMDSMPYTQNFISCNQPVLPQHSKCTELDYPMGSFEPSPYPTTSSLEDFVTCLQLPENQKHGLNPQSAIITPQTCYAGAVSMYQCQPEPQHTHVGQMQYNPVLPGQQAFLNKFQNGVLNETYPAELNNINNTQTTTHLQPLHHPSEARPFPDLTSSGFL
procasp3 activ: procaspase-3 (human) activation; 330,000 tested, 0.11% active; P42574; recombinant procaspase-3 D3A, Ac-DEVD-pNA absorbance 405 nm; activation, % at 8.5 µM;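 active means activation above the mean of all tested compounds plus 3 SD, cut at about 21% in these data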;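 further: 0% = DMSO alone and 100% = DMSO wells spiked with extra 5 µM PC-3 D3A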
Target sequence (P42574 whole entry D9A/D28A/D175A): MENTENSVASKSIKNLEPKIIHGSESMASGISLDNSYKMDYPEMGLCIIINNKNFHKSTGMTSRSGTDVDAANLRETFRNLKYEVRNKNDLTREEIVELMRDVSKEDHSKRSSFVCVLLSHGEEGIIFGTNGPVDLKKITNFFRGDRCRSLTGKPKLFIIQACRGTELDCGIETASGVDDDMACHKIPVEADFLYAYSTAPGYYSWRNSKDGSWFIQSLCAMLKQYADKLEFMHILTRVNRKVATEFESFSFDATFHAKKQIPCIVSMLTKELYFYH
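assay system = Procaspase-3 D3A mutant | signal = absorbance at 405 nm, 0 and 120 min | times = 1 h preincubation plus 2 h reaction at 25 °C | repeats = single replicate | read-out = % activation between DMSO and enzyme-spiked controls | medium = Zinc-free HEPES saline buffer with Triton X-100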
proCasp7 act: activates human procaspase-7, counter-screen for procaspase-3 activators; P55210; activation, % at 8.5 µM; AID 463210; 330,000 tested, 0.093% active; recombinant procaspase-7, Ac-DEVD-pNA absorbance 405 nm; D23A/D198A/D206A triple mutant, cannot self-cleave; scale: DMSO 0, 5 µM enzyme 100;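 active means percent activation above the screen-wide mean plus 3 SD, cut at about 25% in these data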
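Assay system – Uncleavable procaspase-7 mutant enzyme · Quantity – 2 µM procaspase-7 mutant as dispensed · Times – 1 h preincubation, 2 h reaction · Dosing – single nominal 8.5 µM compound dose, 0.8% DMSO final · Buffer or medium – Zinc-free 50 mM HEPES buffer, pH 7.4, with NaCl and Triton X-100 · Detection – Epi-absorbance of released pNA at 405 nm, two timepoints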
PP1 counter: PP1-alpha (human) inhibition in PP5 counter-screen. purified PP1alpha, OMFP fluorescence. inhibition, % at 6.7 µM. 320,000 tested, 0.9% active;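 active means inhibition above the mean inhibition of all tested compounds plus 3 SD, computed separately for each screening campaign, cut at about 15% in these data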
PP5 primary: PP5 (human) phosphatase inhibition. P53041. purified PP5c, OMFP substrate fluorescence. inhibition, % at 6.7 µM. 320,000 tested, 0.18% active;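 active means inhibition above the campaign's mean inhibition across all tested compounds plus 3 SD, cut at about 9.5% in these data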;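 further: 0% = DMSO only and 100% = 100 µM cantharidin control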
PAFAH2 FP inh: inhibitors of human PAFAH2; recombinant PAFAH2, FP-rhodamine activity probe, fluorescence polarization; inhibition, % at 3.39 µM; 340,000 tested, 0.99% active; AID 492956;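 active means inhibition above the mean over all tested compounds plus 3 SD, cut at about 30% in these data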;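 further: inhibitors block probe labeling of enzyme so polarization drops; 0% = enzyme with DMSO and 100% = wells lacking PAFAH2 protein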
HCV core dimer: HCV core protein dimerization inhibition | TR-FRET GST/Flag-core106 dimerization, 1536-well | inhibition, % at 5 µM | 300,000 tested, 0.33% active | AID 1899;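 active means inhibition above the mean of all tested compounds plus 3 SD, set per screening campaign, cut at about 45% in these data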
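Test system: GST/Flag-tagged HCV core106 proteins; Medium: KF-containing HEPES buffer, pH 7.45, DTT, CHAPS, BSA; Times: compound-protein-antibody incubation 4 h at 22.5 °C; Detection: TR-FRET 671 and 617 nm emission; Benchmarks: wells lacking GST-core106 and wells with excess unlabelled core106.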
TPT1 inh: blocks Candida albicans tRNA 2'-phosphotransferase | recombinant caTPT1, FP RNA substrate dephosphorylation | inhibition, % at 5 µM | 300,000 tested, 0.81% active | AID 1962;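 active means inhibition above the mean of all tested compounds plus 3 SD, set per screening campaign, cut at about 24% in these data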;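 further: plate controls were DMSO alone for no effect and ferristatin control at 100 nM for full effect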
CTSL1 counter: blocks F. hepatica cathepsin L1 in PFM18AAP counter-screen | recombinant F. hepatica cathepsin L1, Z-Leu-Arg-MCA fluorescence | 300,000 tested, 0.49% active | inhibition, % at 5.96 µM;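 active means inhibition above the mean of all tested compounds plus 3 SD, set per screening campaign, cut at about 17% in these data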;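 further: 0% = plate median of test compound wells and 100% = 1 µM Z-Phe-Ala-diazomethylketone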
The depositor's hits bear a star; . = not tested or not shown.

SMILES | AHR act | procasp3 activ | proCasp7 act | PP1 counter | PP5 primary | PAFAH2 FP inh | HCV core dimer | TPT1 inh | CTSL1 counter
COc1ccc(-n2c(N)c(C(=O)Nc3c(C)n(C)n(-c4ccccc4)c3=O)c3nc4ccccc4nc32)cc1 | -4.1 | 1.1 | 7.5 | -5.9 | 1.7 | 8.2 | 15.6 | -6.1 | 1.0
Cc1nnc(SCC(=O)Nc2nccs2)n1N | -0.7 | 7.8 | 5.2 | -4.7 | -0.9 | 7.0 | -1.6 | -3.0 | -3.3
Nc1nnnn1/N=C/c1ccco1 | -1.2 | -4.0 | 4.3 | -1.2 | 1.8 | 3.2 | 0.6 | -1.1 | 1.4
Cc1onc(-c2c(Cl)cccc2Cl)c1C(=O)N1CCc2ccccc21 | 2.8 | 9.7 | -0.9 | -0.8 | 1.5 | 4.2 | -4.2 | -3.1 | 2.0
CCCOCC(O)CC(CC)C(=O)NNC(=S)Nc1ccccc1 (configuration not stated) | 1.3 | 2.0 | 0.6 | -3.1 | 0.6 | 4.8 | -2.5 | 5.8 | 0.8
Cc1ccc(S(=O)(=O)CCc2nnc(N)s2)cc1 | 1.7 | 8.0 | 4.8 | -2.8 | 2.3 | 1.6 | -1.5 | -0.5 | 1.2
COc1ccccc1N1CCN(C(=O)NCc2ccc(Cl)cc2)CC1 | 2.0 | 0.6 | 4.0 | 0.3 | 2.7 | -9.0 | -9.0 | 2.1 | -7.2
CCCCCOC(=O)C1[C@H]2C(=O)N(Cc3cccs3)C[C@]23C=C[C@H]1O3 (some centres not stated) | 0.1 | -2.7 | -3.0 | -2.2 | 1.4 | 0.4 | 7.0 | -0.5 | 3.1
C=CCn1c(SCC(=O)NCC2CCCO2)nc2c([nH]c3ccccc32)c1=O (configuration not stated) | 55.3* | 1.8 | 3.5 | -4.5 | 5.5 | 1.0 | -8.4 | -1.5 | -6.6
COC(=O)c1ccc(CN2CCC(CO)(CCOc3ccccc3)CC2)cc1 | 0.0 | 0.4 | 11.2 | -2.2 | -1.2 | 1.8 | -2.3 | -2.7 | 0.7
Oc1ccc(/C=N/NC(=S)Nc2cccnc2)cc1O | 79.4* | -14.2 | -27.7 | 0.8 | -0.9 | 13.2 | -17.4 | 2.4 | 5.0
COc1ccc(CCNc2nc(Cl)nc(NC(C)(C)CO)n2)cc1OC | 1.9 | 4.6 | -4.4 | -1.4 | 0.1 | -2.4 | 4.5 | -1.2 | 3.2
COc1ccccc1CNC(=O)CCNC(=O)C1CCN(S(=O)(=O)c2ccccc2)CC1 | 2.0 | 10.4 | -3.3 | 1.4 | 0.3 | 1.4 | 5.0 | 2.2 | -0.7
O=C(NC1CCCc2c1cnn2-c1cc(F)cc(F)c1)c1ccncc1 (configuration not stated) | 5.3 | 4.0 | -7.3 | 0.2 | -2.1 | -1.2 | -13.0 | -0.9 | -1.2
COc1ccc(S(=O)(=O)NCc2ccccc2)cc1Br | -4.1 | -0.1 | 9.0 | -1.3 | 2.1 | -1.2 | 3.8 | 2.3 | -1.2
CC(C)C[C@@H](CO)NC(=O)CC[C@H](NC(=O)OC(C)(C)C)C(=O)N(Cc1ccccc1)Cc1ccccc1 | -2.9 | 7.5 | 1.7 | -0.9 | 0.9 | -3.4 | -8.1 | -2.0 | 4.7
O=C(O)CC(C(=O)Nc1ccc(F)cc1)C1CCCO1 (configuration not stated) | -0.5 | 6.7 | 3.6 | -7.9 | -0.9 | -2.7 | -0.9 | -1.4 | -1.9
Cc1onc(-c2c(Cl)cccc2Cl)c1NC(=O)NN(C)C | 0.0 | 6.6 | 6.8 | -7.8 | 1.6 | 1.0 | -2.6 | 3.9 | 4.7
COc1ccc(CN2CCc3c([nH]c4ccccc34)C2)c(OC)c1C | 22.0 | -0.6 | -6.7 | 1.4 | -0.1 | -1.5 | -14.1 | -0.8 | 1.3
CCCCn1c(NC(=O)c2ccc(F)cc2)c(C#N)c2nc3ccccc3nc21 | 3.9 | 3.4 | -4.7 | 5.1 | 14.5* | . | 9.6 | 80.5* | -5.4
O=C(COC(=O)/C=C/c1cccs1)NC1CCCCC1 | 2.4 | 1.2 | 3.5 | -3.8 | 2.3 | 80.5* | 0.5 | 0.4 | -6.2
COc1ccccc1C(=O)Nc1cccc2cccnc12 | 78.2* | -1.3 | 1.3 | 1.1 | 3.0 | -2.4 | 7.0 | 2.6 | 2.9
CC(=O)N1CCc2cc(C(=O)CN3CCCCC3)ccc21 | 2.2 | -1.9 | -1.4 | -1.4 | -1.8 | 3.7 | 3.6 | 1.3 | 6.7
Cc1ccccc1CN1C(=O)c2ccccc2Sc2ccc(C(=O)O)cc21 | 1.6 | 7.2 | 0.1 | -3.9 | -1.3 | 8.4 | 5.9 | -0.8 | 1.4
Cn1cccc1CNC(=S)Nc1cc(F)cc(F)c1 | 0.2 | 0.2 | -0.6 | 1.6 | 1.4 | 6.3 | 1.8 | -0.5 | -9.4
CC12CCCCC1(O)[N+](=O)C1=C(CCCC1)N2[O-] (configuration not stated) | -6.0 | -3.1 | -6.0 | -1.3 | 0.5 | -4.8 | -8.2 | -2.4 | -2.9
Cc1nn(CC(=O)NCCCN2C(C)CCCC2C)c(=O)c2cc3occc3n12 (configuration not stated) | -0.3 | 6.6 | -1.2 | -3.7 | 0.9 | -4.0 | 5.4 | -1.3 | 1.2
O=C(NCCc1ccccc1)c1ccc(Cl)c([N+](=O)[O-])c1 | 2.0 | 2.7 | 1.3 | -0.2 | 0.0 | -8.9 | 0.2 | 0.2 | -1.7
CCOC(=O)c1cnc2cc3c(cn2c1=O)CCCC3 | -1.8 | 0.6 | 4.7 | -1.0 | -1.7 | 6.6 | 4.5 | -1.4 | 6.7
O=C(COC(=O)Cc1ccc(S(=O)(=O)N2CCOCC2)s1)NCCc1ccccc1 | 10.8 | 0.3 | -5.1 | -1.2 | -0.8 | 8.6 | 42.8 | 5.6 | -5.5
CCC1CCCCN1CCNC(=O)C1CCCN(S(=O)(=O)c2cccc3nsnc23)C1 (configuration not stated) | -0.2 | -1.3 | 10.1 | -4.2 | -0.5 | -3.6 | -4.4 | 2.2 | 8.0
Cc1cccc(NC(=O)Nc2ccc3c(c2)N(C)C(=O)CS3)n1 | -3.7 | 2.0 | -1.6 | -1.3 | 2.9 | 5.3 | 19.8 | 1.1 | -0.5
COc1ccc(C(=O)N/N=C(\C)CC(=O)Nc2ccc3c(c2)OCO3)cc1 | 4.0 | 2.2 | -7.3 | -4.3 | -0.5 | 6.3 | 2.1 | 0.0 | 1.8
NC(=O)c1cc(S(=O)(=O)N2CCCCC2)cs1 | 0.0 | 3.5 | 10.8 | -3.0 | 0.1 | 1.2 | -3.0 | -3.0 | -0.7
COc1ccc(CNS(=O)(=O)c2cc(Br)cc3c2N(C(C)=O)C(C)C3)cc1 (configuration not stated) | 3.8 | 0.5 | 8.2 | -3.9 | 1.6 | -0.4 | -0.7 | 0.4 | 0.1
O=C(CCNC(=O)C1CCN(S(=O)(=O)c2ccccc2)CC1)NCCc1ccc(Cl)cc1 | 0.1 | -0.9 | 2.6 | 4.8 | 2.3 | 1.7 | -0.7 | -0.3 | -0.8
CCOc1ccccc1CN1CCNC(=O)C1CC(=O)NC1CCCCCC1 (configuration not stated) | 7.4 | 1.4 | -8.2 | -6.7 | -2.9 | 5.9 | -6.1 | 1.1 | 2.7
O=C(O)CCc1nc2cc3ccccc3cc2[nH]1 | 0.9 | 7.2 | -6.6 | -0.8 | 2.2 | 7.0 | 0.9 | 1.2 | -1.2
CCOC(=O)N1CCN(C(=O)CSc2cc(C)nc3c(-c4ccccc4OC)c(C)nn23)CC1 | -1.0 | 1.9 | 1.9 | -3.8 | 0.8 | -2.8 | 0.7 | -3.7 | -3.1
Cc1ccc(S(=O)(=O)N2C(=O)CCC2C(=O)O/N=C(\N)c2ccccc2)cc1 (configuration not stated) | 0.0 | 5.0 | -8.2 | 0.0 | 1.0 | 8.2 | -0.3 | -2.7 | 1.9

Looked up by compound from above (2):
SMILES | AHR act | procasp3 activ | proCasp7 act | PP1 counter | PP5 primary | PAFAH2 FP inh | HCV core dimer | TPT1 inh | CTSL1 counter
O=C(O)CCc1nc2cc3ccccc3cc2[nH]1 | 0.9 | 7.2 | -6.6 | -0.8 | 2.2 | 7.0 | 0.9 | 1.2 | -1.2
NC(=O)c1cc(S(=O)(=O)N2CCCCC2)cs1 | 0.0 | 3.5 | 10.8 | -3.0 | 0.1 | 1.2 | -3.0 | -3.0 | -0.7

Additional entries follow:
SMILES | AHR act | procasp3 activ | proCasp7 act | PP1 counter | PP5 primary | PAFAH2 FP inh | HCV core dimer | TPT1 inh | CTSL1 counter
CCO[C@H]1OC(C(=O)N2CCN(Cc3ccc4c(c3)OCO4)CC2)=C[C@@H](C2CCCCC2)[C@@H]1CCCO | 2.8 | -4.8 | 2.9 | 0.9 | 2.7 | -5.5 | 4.9 | 0.0 | 0.5
CS(=O)(=O)Nc1ccc(C(=O)CC(=O)Nc2ccc([N+](=O)[O-])cc2)cc1 | 0.1 | -9.0 | -5.4 | 4.0 | 1.7 | -3.8 | 13.6 | 0.0 | 1.8
CCc1ccc2nc(N(CCCN(C)C)C(=O)c3ccc(S(=O)(=O)N4CCCC4)cc3)sc2c1 | -4.7 | 7.9 | 10.8 | -0.1 | -0.8 | 5.7 | 7.7 | 0.5 | -0.2
Cc1cccc(C)c1Oc1nc(-c2ccccc2)ncc1S(=O)(=O)c1ccccc1 | -1.3 | 1.3 | 11.4 | -1.2 | 0.0 | -12.1 | -2.3 | 1.2 | 0.0
Cc1ccnc(SCC(=O)N2CCN(c3ccccc3)CC2)n1 | 2.5 | 10.6 | -2.6 | -3.9 | 1.8 | 2.1 | 3.1 | -2.9 | -2.6
COc1ccc(S(=O)(=O)N2CCN(c3ccccc3)CC2)cc1 | -1.0 | 6.2 | 7.8 | -1.9 | 0.4 | 2.5 | 5.9 | -7.1 | -0.9
Cc1ccc(C(=O)Nc2ccc(F)cc2)o1 | 2.8 | 4.3 | -0.5 | -4.5 | -2.3 | -7.4 | -2.4 | -3.1 | 0.0
CC(NC(=O)c1ccnn1C)C1CCCO1 (configuration not stated) | 0.9 | 12.6 | 1.4 | -4.5 | -0.1 | 0.0 | 7.3 | 2.5 | 3.6
CC1=NN(C(C#N)c2ccc(F)cc2)C(C)(C)C1 (configuration not stated) | -0.5 | 3.1 | 12.7 | -5.3 | -0.1 | 3.3 | 8.6 | -1.6 | -1.4
CCS(=O)(=O)N1CCN(C(=O)CC(C)C)CC1 | -1.8 | 5.7 | -11.0 | -4.5 | 0.3 | -4.8 | -13.5 | 2.3 | 4.3
Cc1ccc(C(=O)c2c[nH]cc2-c2ccccc2)cc1 | 4.6 | -1.7 | -0.1 | 0.0 | 1.5 | -4.0 | 2.7 | 0.8 | -0.6
CCCC1Nc2ccc(C(=O)O)cc2C2C=CCC12 (configuration not stated) | 0.8 | -0.5 | -15.0 | 2.0 | 3.0 | 44.1* | -8.9 | -5.2 | -4.6
CN(C)CCCN(C(=O)COc1ccccc1)c1nc2cc3c(cc2s1)OCO3 | -3.1 | 4.3 | 2.6 | -4.2 | 2.3 | 6.1 | -33.5 | -3.4 | 6.8
COc1ccc(-c2n[nH]c3c2C(c2ccc(OC)c(OC)c2)N(c2ccccc2)C3=O)cc1 (configuration not stated) | 6.2 | 5.4 | 2.8 | 10.6 | 0.2 | -12.2 | 3.9 | 1.2 | 1.5
